# Bcl-XL Bim block: inhibitors of Bim-Bcl-XL binding, primary screen, biochemical, multiplexed, bead flow cytometry, human Bcl-XL; Bcl-2-like protein 1 (Homo sapiens), Q07817; Bim peptide-Bcl-XL binding, fluorescence; inhibition, % at 10 µM; 0.04% of 190,000 active; AID 1007, 2008
# Target sequence (Q07817 whole entry, looked up): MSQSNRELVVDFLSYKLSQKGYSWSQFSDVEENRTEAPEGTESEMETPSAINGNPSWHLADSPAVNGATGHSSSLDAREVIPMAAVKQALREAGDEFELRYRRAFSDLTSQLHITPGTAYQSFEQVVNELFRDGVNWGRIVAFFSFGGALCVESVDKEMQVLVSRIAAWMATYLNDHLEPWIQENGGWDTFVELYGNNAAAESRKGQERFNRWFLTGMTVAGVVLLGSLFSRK
# Bim-Bcl-B: inhibitors of Bim-Bcl-B binding, primary screen, biochemical, multiplexed, human Bcl-2 family; Bcl-2-like protein 10 (Homo sapiens), Q9HD36; bead-based flow cytometry, Bim peptide-Bcl-B binding; inhibition, % at 10 µM; 0.073% of 190,000 active;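 further: 0% = tracer peptide without compound and 100% = reference inhibitor peptide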
# Target sequence (Q9HD36 whole entry, looked up): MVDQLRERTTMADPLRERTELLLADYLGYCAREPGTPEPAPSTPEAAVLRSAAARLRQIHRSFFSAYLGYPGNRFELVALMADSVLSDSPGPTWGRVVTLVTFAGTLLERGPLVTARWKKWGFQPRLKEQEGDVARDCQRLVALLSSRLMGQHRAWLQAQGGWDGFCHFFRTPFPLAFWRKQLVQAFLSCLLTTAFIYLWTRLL
# RGS4-Gao reg: modulators of RGS4 binding to Galphao, primary screen, biochemical, multiplexed bead flow cytometry; actives lie on both sides; binding response (% of control), % at 10 µM; 0.33% of 220,000 active; in the data active means binding response below about 49% or above about 150%; inactive means in between;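 further: fluorescent Galphao activated with aluminum fluoride binding bead-coupled RGS4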
# Bim-Bfl-1: inhibitors of Bim binding to Bfl-1, primary screen, biochemical, multiplexed, bead-based flow cytometry | AID 1008, 2008 | Bim-Bfl-1 binding inhibition | Bcl-2-related protein A1 (Homo sapiens), Q16548 | inhibition, % at 10 µM | 0.12% of 190,000 active;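 further: 0% = wells without compound plus tracer and 100% = blocker peptide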
# RGS8-Gao: RGS8-Galphao binding modulators, primary screen, biochemical, multiplexed bead flow cytometry. Guanine nucleotide-binding protein G(o) subunit alpha (Homo sapiens), P09471. actives lie on both sides. response (percent of control binding), % at 10 µM. 0.34% of 220,000 active. AID 1423, 2008; in the data active means response below about 60% or above about 140%; inactive means in between;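 further: Galphao activated as the GDP aluminium fluoride complex binding bead-coupled RGS8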
# GSH fluor: compound fluorescence on glutathione beads, profiling panel, artefact control, biophysical, 488/530 nm, flow cytometry; GSH beads flow cytometry, compound fluorescence 488/530 nm; active compounds read high; 0.25% of 190,000 active; AID 1776, 2009; fluorescence (KMESF) at 10 µM; in the data active means fluorescence above about 89;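 further: glutathione beads carrying GST-tagged Bcl family fusion proteins plus one bare bead set; values are compound well signal with DMSO vehicle wells as background; inactives centre near 16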
# RGS7-Gao: RGS7-Galphao binding modulators, primary screen, biochemical, multiplexed bead flow cytometry | Guanine nucleotide-binding protein G(o) subunit alpha (Homo sapiens), P09471 | actives lie on both sides | binding response (% of control), % at 10 µM | 0.35% of 220,000 active | AID 1439, 2008; in the data active means binding response below about 49% or above about 150%; inconclusive means no clear call, values can overlap the other calls; inactive means in between;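 further: fluorescent Galphao held in activated GDP-AlF4 state binding bead-coupled RGS7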
# Bim-Bcl-W: inhibitors of Bim binding to Bcl-W, primary screen, biochemical, multiplexed, bead-based flow cytometry. 0.02% of 190,000 active. Bim peptide-Bcl-W binding. inhibition, % at 10 µM;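 further: 0% = bound tracer without compound and 100% = peptide blocker; higher means less fluorescent Bim peptide bound to Bcl-W beads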
# Target sequence (Q92843 whole entry, looked up): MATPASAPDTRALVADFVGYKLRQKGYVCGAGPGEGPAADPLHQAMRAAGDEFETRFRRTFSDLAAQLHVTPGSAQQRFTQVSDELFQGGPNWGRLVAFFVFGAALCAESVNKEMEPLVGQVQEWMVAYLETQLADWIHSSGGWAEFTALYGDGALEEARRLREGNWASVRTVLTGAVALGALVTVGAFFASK
# Mcl1-Bid inh: Mcl-1/Bid binding inhibitors, primary screen, biochemical, TR-FRET, 1536-well. Induced myeloid leukemia cell differentiation protein Mcl-1 (Homo sapiens), Q07820. TR-FRET Mcl-1/Bid-Dy647 peptide binding. inhibition, % at 21.7 µM. 0.97% of 220,000 active. AID 1021, 2008;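 active means compounds that cut the binding signal by more than half at the single screening dose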;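 further: His-tagged Mcl-1 with europium anti-His antibody binding Bid BH3 peptide; 0% = Mcl-1 plus peptide wells and 100% = peptide-only wells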
# Target sequence (Q07820 whole entry, looked up): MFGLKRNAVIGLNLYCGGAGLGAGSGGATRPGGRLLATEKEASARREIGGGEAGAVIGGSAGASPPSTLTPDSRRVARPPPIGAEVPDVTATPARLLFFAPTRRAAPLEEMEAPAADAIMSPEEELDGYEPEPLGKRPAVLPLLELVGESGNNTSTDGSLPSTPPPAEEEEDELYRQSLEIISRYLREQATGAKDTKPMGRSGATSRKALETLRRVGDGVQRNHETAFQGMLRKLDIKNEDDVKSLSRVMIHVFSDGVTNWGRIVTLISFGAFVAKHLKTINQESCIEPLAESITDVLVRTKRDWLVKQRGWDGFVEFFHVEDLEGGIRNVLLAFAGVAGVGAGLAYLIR
# Mcl-1 Bim block: inhibitors of Bim peptide binding to Mcl-1, primary screen, biochemical, bead-based flow cytometry, multiplex; Induced myeloid leukemia cell differentiation protein Mcl-1 (Homo sapiens), Q07820; Bim peptide-Mcl-1 binding; inhibition, % at 10 µM; 0.1% of 190,000 active;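 further: 0% = no compound tracer wells and 100% = peptide blocker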
# Bim-Bcl-2: inhibitors of Bim-Bcl-2 binding, primary screen, biochemical, multiplexed, human Bcl-2 family; Apoptosis regulator Bcl-2 (Homo sapiens), P10415; Bead-based flow cytometry, Bim peptide-Bcl-2 binding; inhibition, % at 10 µM; 0.06% of 190,000 active; AID 950, 2007; in the data active means inhibition above about 40%; inconclusive means no clear call, values can overlap the other calls;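 further: 0% = no compound wells with probe peptide and 100% = reference peptide inhibitor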
# * = called active by the depositor; u = inconclusive; x = not tested or not shown. Unless noted, no stated cut-off is given here; in the data, active means inhibition above about 40%. Outcome played no part in choosing rows; 1.8% or so of the library scored in one or more.
# The opening 9 compounds (preview)
SMILES,Bcl-XL Bim block,Bim-Bcl-B,RGS4-Gao reg,Bim-Bfl-1,RGS8-Gao,GSH fluor,RGS7-Gao,Bim-Bcl-W,Mcl1-Bid inh,Mcl-1 Bim block,Bim-Bcl-2
COc1ccc(OC)c(NC(=O)CSc2nc3ccccc3cc2Cc2ccccc2)c1,-1.0,0.0,98.3,-3.0,100.3,20,98.5,-1.0,-7.7,-2.0,-2.0
CCN(CC)S(=O)(=O)c1ccc(NS(=O)(=O)c2cccc(C)c2)cc1,-6.0,-7.0,98.8,-16.0,96.8,22,97.6,-2.0,3.6,0.0,-8.0
CCc1ccccc1NC(=O)c1ccc(NS(C)(=O)=O)cc1,-3.0,-4.0,100.9,-4.0,101.4,17,u,-4.0,-16.5,-1.0,-1.0
COC(=O)[C@H](Cc1ccccc1)NC(=O)N1CCCCC1C (stereo partly drawn),-8.0,-6.0,102.5,-1.0,104.5,18,102.0,-8.0,21.8,-4.0,-1.0
Cc1ccc(S(=O)(=O)/N=C(\Nc2cccc(C)c2)Nc2nc(C)cc(C)n2)cc1,-2.0,2.0,102.7,-4.0,115.6,16,106.7,-2.0,0.8,-2.0,-4.0
COc1ccc2[nH]cc(CCNC(=O)c3ccc([N+](=O)[O-])cc3)c2c1,3.0,2.0,101.3,0.0,103.2,20,95.4,2.0,-64.3,4.0,4.0
CC1CCc2c(sc3nc(CN4CCOCC4)nc(Sc4ccccc4)c23)C1 (stereo not drawn),-14.0,-15.0,103.5,-3.0,103.6,19,102.2,-14.0,-5.5,-24.0,-4.0
O=C(C1CCN(c2nnc(-n3cccc3)s2)CC1)N1CCN(c2cccc(C(F)(F)F)c2)CC1,-9.0,-1.0,97.1,-6.0,98.3,12,99.5,-5.0,-12.7,-7.0,-7.0
COc1nc(-c2ccccc2)cc(C(F)(F)F)n1,-6.0,-10.0,94.8,-16.0,96.6,30,98.4,-2.0,-7.7,6.0,-11.0

# Main list, previewed entries included:
SMILES,Bcl-XL Bim block,Bim-Bcl-B,RGS4-Gao reg,Bim-Bfl-1,RGS8-Gao,GSH fluor,RGS7-Gao,Bim-Bcl-W,Mcl1-Bid inh,Mcl-1 Bim block,Bim-Bcl-2
COc1ccc(OC)c(NC(=O)CSc2nc3ccccc3cc2Cc2ccccc2)c1,-1.0,0.0,98.3,-3.0,100.3,20,98.5,-1.0,-7.7,-2.0,-2.0
CCN(CC)S(=O)(=O)c1ccc(NS(=O)(=O)c2cccc(C)c2)cc1,-6.0,-7.0,98.8,-16.0,96.8,22,97.6,-2.0,3.6,0.0,-8.0
CCc1ccccc1NC(=O)c1ccc(NS(C)(=O)=O)cc1,-3.0,-4.0,100.9,-4.0,101.4,17,u,-4.0,-16.5,-1.0,-1.0
COC(=O)[C@H](Cc1ccccc1)NC(=O)N1CCCCC1C (stereo partly drawn),-8.0,-6.0,102.5,-1.0,104.5,18,102.0,-8.0,21.8,-4.0,-1.0
Cc1ccc(S(=O)(=O)/N=C(\Nc2cccc(C)c2)Nc2nc(C)cc(C)n2)cc1,-2.0,2.0,102.7,-4.0,115.6,16,106.7,-2.0,0.8,-2.0,-4.0
COc1ccc2[nH]cc(CCNC(=O)c3ccc([N+](=O)[O-])cc3)c2c1,3.0,2.0,101.3,0.0,103.2,20,95.4,2.0,-64.3,4.0,4.0
CC1CCc2c(sc3nc(CN4CCOCC4)nc(Sc4ccccc4)c23)C1 (stereo not drawn),-14.0,-15.0,103.5,-3.0,103.6,19,102.2,-14.0,-5.5,-24.0,-4.0
O=C(C1CCN(c2nnc(-n3cccc3)s2)CC1)N1CCN(c2cccc(C(F)(F)F)c2)CC1,-9.0,-1.0,97.1,-6.0,98.3,12,99.5,-5.0,-12.7,-7.0,-7.0
COc1nc(-c2ccccc2)cc(C(F)(F)F)n1,-6.0,-10.0,94.8,-16.0,96.6,30,98.4,-2.0,-7.7,6.0,-11.0
CCN(CC)C(=O)CSc1nnc(-c2cnccn2)n1-c1ccc(C)cc1,-8.0,-7.0,94.8,-1.0,94.5,63,99.9,-5.0,5.6,-3.0,-3.0
O=C(Nc1ccccc1)C1CC(=O)N(c2ccc3c4c(cccc24)CC3)C1 (stereo not drawn),-8.0,-5.0,99.2,-8.0,101.2,34,95.8,0.0,-2.5,-2.0,-10.0
Cc1ccc(S(=O)(=O)N/N=C(\c2ccccc2)c2cccnc2)cc1,0.0,5.0,99.3,-1.0,98.6,10,102.3,0.0,-55.9,4.0,0.0
O=C(CCCOc1ccc(Cl)cc1Cl)N/N=C/c1cccc([N+](=O)[O-])c1,-10.0,-11.0,99.1,-2.0,98.4,11,95.7,-7.0,21.5,-5.0,-2.0
O=C(CCCCCN1C(=O)c2cccc3cccc(c23)C1=O)NCCO,-2.0,-1.0,101.9,-5.0,101.9,18,110.5,-1.0,-20.8,0.0,-5.0
Cc1cc(=O)oc2ccc(OCC(=O)O)cc12,-5.0,0.0,102.5,-2.0,101.6,10,104.8,-1.0,1.7,-1.0,-1.0
O=C(Nc1ccccc1)c1c(F)cccc1F,8.0,-4.0,102.4,-11.0,101.3,57,98.2,3.0,-8.5,1.0,-8.0
C=CCOC(=O)/C(=C/c1ccco1)NC(=O)/C=C/c1ccccc1,19.0,x,101.3,5.0,116.0,53,100.7,-1.0,88.8*,x,2.0
C=CCc1cccc(/C=N/NC(=O)C(C)Nc2cccc(C)c2)c1O (stereo not drawn),-6.0,-7.0,102.7,-5.0,101.8,13,103.1,-3.0,-23.0,-1.0,-6.0
CCCCN(C(=O)CSc1cc(C)c2ccc(OC)cc2n1)c1c(N)n(Cc2ccccc2)c(=O)[nH]c1=O,0.0,-12.0,95.3,8.0,87.0,8,100.3,1.0,-53.9,-1.0,5.0
O=C(NCc1ccccc1)C1=C[C@@H](c2coc3ccccc3c2=O)C[C@@H](OCCCCO)O1,1.0,-5.0,101.3,-1.0,99.7,21,94.8,3.0,-7.8,-3.0,-8.0
CC1CCN(C2CC(=O)N(c3ccccc3)C2=O)CC1 (stereo not drawn),0.0,0.0,108.0,-5.0,103.8,11,108.5,-1.0,-15.4,-2.0,0.0
OCC1(CCOc2ccccc2)CCN(CC2=Cc3cc(Cl)ccc3OC2)CC1,-1.0,1.0,101.5,2.0,94.7,11,98.0,0.0,-18.8,0.0,-1.0
CC(C)CCNC(=O)C1CCCN1C(=O)NC1CCCCC1 (stereo not drawn),-4.0,-2.0,105.2,1.0,100.5,28,101.0,-1.0,-8.9,0.0,2.0
O=c1cc(-c2ccccc2)nc(N2CCN(Cc3ccc4c(c3)OCO4)CC2)[nH]1,-4.0,-10.0,103.0,-11.0,104.2,13,98.0,0.0,-7.8,0.0,-12.0
Cc1ccc(-c2nc(CS(=O)CC(=O)NCCC(C)C)c(C)o2)cc1 (stereo not drawn),-9.0,-10.0,97.8,-9.0,101.7,15,102.0,-7.0,-0.3,-1.0,-6.0
SMILES,Bcl-XL Bim block,Bim-Bcl-B,RGS4-Gao reg,Bim-Bfl-1,RGS8-Gao,GSH fluor,RGS7-Gao,Bim-Bcl-W,Mcl1-Bid inh,Mcl-1 Bim block,Bim-Bcl-2
CC(C(=O)N1CCOCC1)c1ccc([N+](=O)[O-])cc1 (stereo not drawn),-3.0,-5.0,93.2,-6.0,93.1,9,95.3,-5.0,-2.9,-3.0,-4.0
CCN(CC)c1ccc(NC(=O)c2cncc(Br)c2)cc1,-2.0,0.0,96.6,-2.0,97.6,16,97.8,-4.0,-5.2,-4.0,0.0
CC(C)CCn1c(Cl)nc2c1c(=O)n(C)c(=O)n2C,2.0,5.0,94.3,3.0,89.8,14,102.4,4.0,-0.8,5.0,6.0
COc1ccc(C(=O)/C=C/c2cccs2)c(OC(=O)N2CCOCC2)c1,-4.0,-7.0,103.6,-9.0,101.2,16,103.2,-2.0,-18.6,-1.0,-1.0
CCOc1ccccc1NC(=O)NC1(C(=O)N2CCOCC2)CCCCC1,-2.0,-7.0,105.3,-14.0,103.4,35,114.9,0.0,-7.1,-1.0,-12.0
Cc1ccc(C(=O)Nc2ccc(C(=O)O)cc2)cc1S(=O)(=O)Nc1cccc([N+](=O)[O-])c1,0.0,2.0,93.9,0.0,100.7,10,101.2,0.0,10.7,0.0,0.0
Cn1nc(-c2ccc(OCC(N)=O)cc2)c2ccccc2c1=O,-4.0,-10.0,99.4,-16.0,100.4,32,98.4,-1.0,-22.4,-3.0,-10.0
O=C(CN1C(=O)CC(c2ccccc2)S(=O)(=O)c2ccccc21)NC1CCCC1 (stereo not drawn),-1.0,-1.0,102.7,-1.0,105.4,12,104.0,0.0,23.1,1.0,0.0
O=C(CSc1nc2ccc(NC(=O)C3CCCCC3)cc2s1)NCC1CCCO1 (stereo not drawn),-5.0,-12.0,105.2,4.0,105.4,9,106.5,-4.0,-7.8,-4.0,-3.0
CCCCNC(=O)c1ccc2c(SCC(=O)O)c3c(nc2c1)CCCC3,-3.0,0.0,102.3,0.0,103.4,22,103.1,0.0,-12.6,-2.0,-1.0
Clc1ccc(Sc2cc(N3CCOCC3)nc(-c3ccccc3)n2)cc1,0.0,-6.0,101.5,-7.0,106.5,14,99.3,0.0,-6.4,1.0,-10.0
O=C(CSc1nc2ccccc2o1)c1ccc2c(c1)OCCO2,-4.0,-10.0,97.5,-11.0,101.4,45,100.0,-2.0,-23.2,0.0,-12.0
CCOC(=O)C(=O)/C(=C\N(C)C)c1onc(-c2c(F)cccc2Cl)c1C(=O)OC,2.0,0.0,101.8,1.0,104.8,56,104.5,3.0,-34.2,3.0,1.0
CN(C(=O)COC(=O)c1cccnc1Nc1ccccc1F)C1CCS(=O)(=O)C1 (stereo not drawn),-6.0,-6.0,100.5,-14.0,99.0,11,98.8,-1.0,-4.6,-2.0,-8.0
Nc1ccc(N2CCCCC2)c2nonc12,0.0,-8.0,97.0,3.0,100.0,25,93.4,6.0,-87.7,0.0,4.0
Cc1ccc2oc(=O)c3cc(C(=O)NCCN4CCN(C)CC4)sc3c2c1,-7.0,-7.0,100.4,-13.0,101.4,22,97.4,0.0,-19.0,-2.0,-4.0
O=C(Nc1cccnc1)c1cccs1,1.0,-5.0,105.4,-8.0,104.6,23,104.9,-1.0,-11.1,-5.0,-8.0
CC(=O)OCCN(CCOC(C)=O)c1c(C)[nH]c(=O)[nH]c1=O,-9.0,-13.0,106.2,-22.0,103.5,29,102.7,-7.0,-3.8,-5.0,-8.0
N#Cc1ccccc1Oc1ccccc1C=O,-1.0,3.0,100.1,2.0,99.5,22,u,1.0,-8.0,-1.0,0.0

# Source: PubChem BioAssay
